Screening data from PubChem.
UBC13 polyUb: inhibitors of human UBC13 polyubiquitin chain formation. P61088. TR-FRET. inhibition, % at 20 µM. 330,000 tested, 0.47% active. AID 485273; in the data active = inhibition above about 45%, passing the limit was not always enough; inconclusive = no clear call, values can overlap the other calls
Target sequence (P61088 whole entry, looked up): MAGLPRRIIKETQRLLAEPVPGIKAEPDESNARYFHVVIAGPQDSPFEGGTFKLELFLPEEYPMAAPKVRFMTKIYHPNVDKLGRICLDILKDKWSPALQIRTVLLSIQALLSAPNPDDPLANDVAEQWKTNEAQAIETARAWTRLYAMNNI
SENP8 block-1: SENP8 (human) protease inhibition; Q96LD8; recombinant SENP8, Nedd8 substrate fluorescence; inhibition, % at 20 µM; 360,000 tested, 0.64% active; AID 602440; in the data active = inhibition mostly above about 40%, no sharp cut-off; inactive = mostly below about 27%
Target sequence (Q96LD8 whole entry, looked up): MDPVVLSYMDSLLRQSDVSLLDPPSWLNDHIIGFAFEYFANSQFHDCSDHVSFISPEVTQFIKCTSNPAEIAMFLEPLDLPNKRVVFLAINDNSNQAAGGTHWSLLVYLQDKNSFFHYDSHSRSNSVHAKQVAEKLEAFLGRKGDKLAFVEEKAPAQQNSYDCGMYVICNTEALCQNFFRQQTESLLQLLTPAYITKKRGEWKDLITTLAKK
beta cell repl: induces beta-cell replication in MIN6 cells; MIN6 cells proliferation, ATPlite luminescence, 48 h; cells starved in 0.2% serum; 100% = growth in 10% serum; proliferation, % at 10 µM; 330,000 tested, 0.29% active; AID 2380;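 active = compounds whose signal lies at least 3.5 SD above the mean of all wells on their plate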;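 note: 0% = DMSO-treated cells in low-serum medium and 100% = 10% serum control; some compounds called inactive have numbers as strong as hits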
SENP7 block: SENP7 protease inhibition; AID 434973; recombinant SENP7, Z-RLRGG-aminoluciferin luminescence, 40 min; inhibition, % at 5 µM; 330,000 tested, 1.5% active; Q9BQF6;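 active = inhibition above about 50% at the single test dose, limit read from the data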;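 note: plate controls were DMSO with enzyme for no effect and no enzyme buffer wells for full effect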
SENP1 inh: inhibitors of human SENP1 SUMO protease catalytic domain | Q9P0U3 | recombinant SENP1 catalytic domain, CyPet-SUMO1-YPet FRET cleavage | inhibition, % at 10 µM | 360,000 tested, 0.21% active;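 active = inhibition at least 30% at 10 µM, raw YFP signal under a set limit, fluorescence ratio 0.5 to 1.5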;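 note: 0% = enzyme with DMSO and 100% = no enzyme wells; some results filed as inactive read as strong as hits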
Target sequence (Q9P0U3 419-644 limits assumed): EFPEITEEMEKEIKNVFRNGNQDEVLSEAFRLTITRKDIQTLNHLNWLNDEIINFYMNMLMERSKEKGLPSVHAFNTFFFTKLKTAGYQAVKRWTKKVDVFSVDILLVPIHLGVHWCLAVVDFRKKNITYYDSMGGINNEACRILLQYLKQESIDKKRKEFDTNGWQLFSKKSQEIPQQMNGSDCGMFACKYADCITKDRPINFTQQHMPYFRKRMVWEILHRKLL
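Test system: recombinant human SENP1 catalytic domain, His6-tagged / Medium: pH 8 Tris buffer with EDTA, NaCl, BME, BSA, NP40, catalase / Also added: SUMO1 FRET substrate flanked by Cypet and Ypet, 25 nM / Times: 50 min reaction at room temperature / Signal: FRET, CFP and YFP emission / Control set: no-enzyme low control and enzyme-plus-DMSO high control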
SENP6 block: blocks the human protease SENP6; 330,000 tested, 1.8% active; inhibition, % at 10 µM; Recombinant SENP6 catalytic domain, aminoluciferin luminescence;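 active = inhibition above about 50% at the single tested dose, limit read from the data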;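 note: plate controls were DMSO wells with enzyme for no effect and DMSO wells lacking enzyme for full effect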
Target sequence (Q9GZR1 628-1112 limits assumed): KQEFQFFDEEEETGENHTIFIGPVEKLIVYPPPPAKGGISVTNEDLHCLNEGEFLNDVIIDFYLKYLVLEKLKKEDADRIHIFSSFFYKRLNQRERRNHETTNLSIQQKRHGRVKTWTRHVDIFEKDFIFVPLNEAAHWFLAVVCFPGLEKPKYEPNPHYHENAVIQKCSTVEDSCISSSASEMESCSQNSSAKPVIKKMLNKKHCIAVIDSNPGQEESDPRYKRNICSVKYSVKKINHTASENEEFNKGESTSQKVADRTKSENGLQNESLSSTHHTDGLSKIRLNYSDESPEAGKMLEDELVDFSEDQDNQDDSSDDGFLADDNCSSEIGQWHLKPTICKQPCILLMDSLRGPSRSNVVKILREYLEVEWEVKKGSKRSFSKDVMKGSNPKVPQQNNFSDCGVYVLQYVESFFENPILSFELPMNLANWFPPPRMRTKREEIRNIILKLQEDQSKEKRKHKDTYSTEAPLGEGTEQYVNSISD
SENP8 block-2: blocks the human protease SENP8. purified SENP8, Z-RLRGG-aminoluciferin cleavage, luminescence. inhibition, % at 10 µM. 330,000 tested, 1.2% active. AID 2540; in the data active = inhibition above about 50%
PfG6PD inh: PfG6PD (Plasmodium falciparum) enzyme inhibition. 350,000 tested, 0.78% active. inhibition, % at 20 µM. AID 504690. PfGluPho enzyme, NADPH resazurin-diaphorase fluorescence;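 active = inhibition reaching at least a set limit at 20 µM in the primary screen, cut at about 59% in these data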;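 note: 0% = DMSO wells with substrate and 100% = DMSO wells lacking glucose-6-phosphate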
HKDC1 inhibitor: HKDC1 (human) hexokinase inhibition | 340,000 tested, 0.16% active | Q2TB90 | AID 493160 | inhibition, % at 20 µM | recombinant HKDC1, G6PDH/diaphorase resazurin coupled fluorescence;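 active = inhibition above about 35% when tested at 20 µM, limit read from the data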;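 note: plate controls were DMSO wells with enzyme for no effect and DMSO wells lacking enzyme for full effect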
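Assay system: recombinant HKDC1 hexokinase; detection: coupled resazurin fluorescence, excitation 525 nm, emission 613 nm; benchmarks: DMSO-plus-enzyme-mix negative control, buffer-substituted positive control; compound dosing: single 20 µM dose; schedule: 90 min at room temperature in dark; also added: glucose plus 1 mM ATP as hexokinase substrates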
An asterisk follows results filed as active.

How did Cn1c(SCC(=O)Nc2ccc(N3CCOCC3)cc2)nnc1C(F)(F)F do in these assays?
UBC13 polyUb: -11; SENP8 block-1: 13; beta cell repl: -3; SENP7 block: -9; SENP1 inh: 0; SENP6 block: -27; SENP8 block-2: -15; PfG6PD inh: -12; HKDC1 inhibitor: 5

How did Cc1ccc(S(=O)(=O)Nc2cc(Cl)c(O)cc2C)cc1 do in these assays?
UBC13 polyUb: -4; SENP8 block-1: 16; beta cell repl: -2; SENP7 block: -1; SENP1 inh: -1; SENP6 block: -3; SENP8 block-2: 2; PfG6PD inh: 11; HKDC1 inhibitor: 13

What do the screens show for `CS(=O)(=O)N(CC(=O)NCc1ccncc1)C1CCCCC1`?
UBC13 polyUb: 0; SENP8 block-1: 4; beta cell repl: -1; SENP7 block: 0; SENP1 inh: 0; SENP6 block: -18; SENP8 block-2: 2; PfG6PD inh: -4; HKDC1 inhibitor: -9

Results for O=C(CCC(=O)N1CCOCC1)NCCc1ccccc1 ?
UBC13 polyUb: 4; SENP8 block-1: 4; beta cell repl: -1; SENP7 block: 7; SENP1 inh: 1; SENP6 block: 0; SENP8 block-2: 4; PfG6PD inh: 1; HKDC1 inhibitor: -6

How did CC(C)N1C(=S)SC(C)(C)C1n1oc(=O)n(-c2cccc(Cl)c2)c1=O (stereo not drawn) do in these assays?
UBC13 polyUb: 3; SENP8 block-1: 9; beta cell repl: 1; SENP7 block: 8; SENP1 inh: -1; SENP6 block: -8; SENP8 block-2: -7; PfG6PD inh: 25; HKDC1 inhibitor: -9

What do the screens show for `NC(=S)Cc1ccccc1Cl`?
UBC13 polyUb: 3; SENP8 block-1: 12; beta cell repl: 3; SENP7 block: -2; SENP1 inh: 1; SENP6 block: -5; SENP8 block-2: 0; PfG6PD inh: -10; HKDC1 inhibitor: -6

How did CCC(=O)Oc1ccc2c(c1)OC1(OC(C)=O)OC(C)CC1=C2C (stereo not drawn) do in these assays?
UBC13 polyUb: 6; SENP8 block-1: -451; beta cell repl: -3; SENP7 block: 0; SENP1 inh: -163; SENP6 block: 4; SENP8 block-2: -5; PfG6PD inh: 19; HKDC1 inhibitor: 0

How did COCCNC(=O)c1csc(Nc2cccc3ccccc23)n1 do in these assays?
UBC13 polyUb: -18; SENP8 block-1: -57; beta cell repl: -4; SENP7 block: 7; SENP1 inh: -7; SENP6 block: 7; SENP8 block-2: 6; PfG6PD inh: -10; HKDC1 inhibitor: 9

What do the screens show for `COc1ccc(C(=O)Nn2c(SCC(=O)N3CCC(C)CC3)nc3ccccc3c2=O)cc1`?
UBC13 polyUb: 80*; SENP8 block-1: -5; beta cell repl: -6; SENP7 block: -4; SENP1 inh: 1; SENP6 block: 10; SENP8 block-2: 13; PfG6PD inh: -35; HKDC1 inhibitor: 16

How did Cc1nc2cc(NC(=O)c3ccc([N+](=O)[O-])s3)ccc2s1 do in these assays?
UBC13 polyUb: -10; SENP8 block-1: 25; beta cell repl: -3; SENP7 block: 39; SENP1 inh: 17; SENP6 block: 2; SENP8 block-2: -7; PfG6PD inh: 8; HKDC1 inhibitor: 5

What do the screens show for `COc1ccc(S(=O)(=O)N(CC(=O)NCc2ccco2)c2ccccc2)cc1`?
UBC13 polyUb: 10; SENP8 block-1: 8; beta cell repl: -1; SENP7 block: 2; SENP1 inh: 1; SENP6 block: -4; SENP8 block-2: -1; PfG6PD inh: 11; HKDC1 inhibitor: -3

What do the screens show for `Cc1cccc(NC(=O)CSCC(=O)N(C)Cc2c(F)cccc2Cl)c1`?
UBC13 polyUb: 6; SENP8 block-1: 9; beta cell repl: -6; SENP7 block: -6; SENP1 inh: 1; SENP6 block: -11; SENP8 block-2: 11; PfG6PD inh: -14; HKDC1 inhibitor: 2

What do the screens show for `COc1ccc(S(=O)(=O)NCc2ccccn2)c(Cl)c1Cl`?
UBC13 polyUb: 9; SENP8 block-1: 16; beta cell repl: 0; SENP7 block: 1; SENP1 inh: 1; SENP6 block: -5; SENP8 block-2: 0; PfG6PD inh: 11; HKDC1 inhibitor: -2

How did O=C(CNC(=O)c1ccccc1)NC1(C(=O)NC2CCCCC2)CCCCC1 do in these assays?
UBC13 polyUb: -7; SENP8 block-1: 26; beta cell repl: 0; SENP7 block: 2; SENP1 inh: -1; SENP6 block: -2; SENP8 block-2: 1; PfG6PD inh: 8; HKDC1 inhibitor: 4

How did CCSc1nnc(-c2ccccc2NC(=O)CC)c(=O)[nH]1 do in these assays?
UBC13 polyUb: -10; SENP8 block-1: 17; beta cell repl: 3; SENP7 block: 4; SENP1 inh: 1; SENP6 block: 0; SENP8 block-2: 0; PfG6PD inh: -1; HKDC1 inhibitor: -6

How did CCC(CO)NCc1sccc1C (stereo not drawn) do in these assays?
UBC13 polyUb: 4; SENP8 block-1: 3; beta cell repl: -1; SENP7 block: 4; SENP1 inh: 0; SENP6 block: -6; SENP8 block-2: 3; PfG6PD inh: -1; HKDC1 inhibitor: -6

How did Cc1cc(-c2ccc(S(=O)(=O)N(C)Cc3ccccc3)cc2)on1 do in these assays?
UBC13 polyUb: -4; SENP8 block-1: -2; beta cell repl: 0; SENP7 block: 3; SENP1 inh: 2; SENP6 block: 1; SENP8 block-2: 1; PfG6PD inh: -11; HKDC1 inhibitor: -1

Results for COc1ccc(NC(=O)C(=O)NCC(=O)Nc2cccc(C(F)(F)F)c2)cc1 ?
UBC13 polyUb: 1; SENP8 block-1: 29; beta cell repl: -3; SENP7 block: 1; SENP1 inh: 1; SENP6 block: 19; SENP8 block-2: 2; PfG6PD inh: 4; HKDC1 inhibitor: 3

How did Cc1ccc(S(=O)(=O)N2CCN(C(=O)c3ccc([N+](=O)[O-])cc3)C2)cc1 do in these assays?
UBC13 polyUb: 6; SENP8 block-1: 10; beta cell repl: -2; SENP7 block: 0; SENP1 inh: 2; SENP6 block: 5; SENP8 block-2: 8; PfG6PD inh: -4; HKDC1 inhibitor: -8

Results for Cc1cc2c(cc1C)N(C(=O)CSc1nncn1C)C(C)(C)c1ssc(=S)c1-2 ?
UBC13 polyUb: -12; SENP8 block-1: 19; beta cell repl: 4; SENP7 block: 2; SENP1 inh: 1; SENP6 block: 3; SENP8 block-2: 0; PfG6PD inh: 6; HKDC1 inhibitor: -3

Grouped by structure, the entries above with a CF3 group
How did Cn1c(SCC(=O)Nc2ccc(N3CCOCC3)cc2)nnc1C(F)(F)F do in these assays?
UBC13 polyUb: -11; SENP8 block-1: 13; beta cell repl: -3; SENP7 block: -9; SENP1 inh: 0; SENP6 block: -27; SENP8 block-2: -15; PfG6PD inh: -12; HKDC1 inhibitor: 5

Results for COc1ccc(NC(=O)C(=O)NCC(=O)Nc2cccc(C(F)(F)F)c2)cc1 ?
UBC13 polyUb: 1; SENP8 block-1: 29; beta cell repl: -3; SENP7 block: 1; SENP1 inh: 1; SENP6 block: 19; SENP8 block-2: 2; PfG6PD inh: 4; HKDC1 inhibitor: 3

Next section
Results for CCC(C)(O)c1[nH]c2ccc(C(=O)OC)cc2c1C (stereo not drawn) ?
UBC13 polyUb: -8; SENP8 block-1: -55; beta cell repl: -3; SENP7 block: -11; SENP1 inh: -1; SENP6 block: -14; SENP8 block-2: -13; PfG6PD inh: -13; HKDC1 inhibitor: -7

What do the screens show for `O=C(NC1CCCN(c2ccc(C(F)(F)F)cn2)C1)c1ccnc(Cl)c1` (stereo not drawn)?
UBC13 polyUb: 1; SENP8 block-1: -12; beta cell repl: -1; SENP7 block: 17; SENP1 inh: 1; SENP6 block: -8; SENP8 block-2: -8; PfG6PD inh: -6; HKDC1 inhibitor: 0

How did Nc1nc(NCc2ccco2)nc(N2CCCC2)c1[N+](=O)[O-] do in these assays?
UBC13 polyUb: 0; SENP8 block-1: 25; beta cell repl: 0; SENP7 block: 1; SENP1 inh: -3; SENP6 block: -6; SENP8 block-2: 2; PfG6PD inh: 2; HKDC1 inhibitor: -1

Results for Cc1ccc(S(=O)(=O)NCC(=O)N(CC2CCCO2)C(C(=O)NC2CCCCC2)C(C)C)cc1 (stereo not drawn) ?
UBC13 polyUb: 4; SENP8 block-1: -2; beta cell repl: 0; SENP7 block: 4; SENP1 inh: 2; SENP6 block: -2; SENP8 block-2: 4; PfG6PD inh: 2; HKDC1 inhibitor: -2

How did CCCNC(=O)CCn1c(-c2ccc(C)cc2)cc(C(=O)OCC)c1C do in these assays?
UBC13 polyUb: -11; SENP8 block-1: 24; beta cell repl: -4; SENP7 block: -10; SENP1 inh: 1; SENP6 block: -5; SENP8 block-2: -7; PfG6PD inh: 3; HKDC1 inhibitor: -6

How did CC12CCC(C(=O)NNC(=O)c3ccc(F)cc3)(OC1=O)C2(C)C (stereo not drawn) do in these assays?
UBC13 polyUb: -7; SENP8 block-1: 0; beta cell repl: -1; SENP7 block: -5; SENP1 inh: 3; SENP6 block: 2; SENP8 block-2: -13; PfG6PD inh: 9; HKDC1 inhibitor: -9

How did COC(=O)Cn1c(C)c(/C=C/c2cc[n+](C)cc2)c2ccccc21 do in these assays?
UBC13 polyUb: -209; SENP8 block-1: 21; beta cell repl: 0; SENP7 block: -6; SENP1 inh: -25; SENP6 block: -8; SENP8 block-2: 8; PfG6PD inh: 4; HKDC1 inhibitor: -2

How did Cc1cccc(N2C(=O)c3cccc4c(N5CCCCC5)c([N+](=O)[O-])cc(c34)C2=O)c1C do in these assays?
UBC13 polyUb: 14; SENP8 block-1: 13; beta cell repl: -1; SENP7 block: -2; SENP1 inh: 4; SENP6 block: -25; SENP8 block-2: -5; PfG6PD inh: 2; HKDC1 inhibitor: 3

Results for O=C(Nc1ccccc1N1CCCCC1)c1cc(S(=O)(=O)N2CCOCC2)ccc1Cl ?
UBC13 polyUb: -14; SENP8 block-1: 4; beta cell repl: -6; SENP7 block: 1; SENP1 inh: -2; SENP6 block: 1; SENP8 block-2: 9; PfG6PD inh: 21; HKDC1 inhibitor: 0

Results for COc1ccc(/C=C(\C#N)C(=O)OCC(=O)Nc2c(C)cccc2C)cc1 ?
UBC13 polyUb: inconclusive; SENP8 block-1: -64; beta cell repl: 0; SENP7 block: -5; SENP1 inh: 14; SENP6 block: -8; SENP8 block-2: -5; PfG6PD inh: 2; HKDC1 inhibitor: -10

Results for Cc1ccc2[nH]c(=O)c(CN(c3cccc(C)c3C)S(=O)(=O)c3ccccc3)cc2c1 ?
UBC13 polyUb: 12; SENP8 block-1: -121; beta cell repl: -7; SENP7 block: 2; SENP1 inh: 1; SENP6 block: -15; SENP8 block-2: -2; PfG6PD inh: -1; HKDC1 inhibitor: 0

What do the screens show for `CCn1c(=O)[nH]c(=O)c2c(N)c(C(=O)c3cc(F)ccc3F)sc21`?
UBC13 polyUb: 7; SENP8 block-1: -1; beta cell repl: 9.1*; SENP7 block: -9; SENP1 inh: -6; SENP6 block: -24; SENP8 block-2: 3; PfG6PD inh: 16; HKDC1 inhibitor: 0

Results for COc1ccc(C(=O)c2ccccc2Cl)cc1OC ?
UBC13 polyUb: -4; SENP8 block-1: 12; beta cell repl: 1; SENP7 block: -2; SENP1 inh: 1; SENP6 block: 5; SENP8 block-2: 0; PfG6PD inh: 4; HKDC1 inhibitor: 11

Results for CC1CN(C(=O)c2cccs2)CC(C)O1 (stereo not drawn) ?
UBC13 polyUb: 4; SENP8 block-1: 3; beta cell repl: 1; SENP7 block: -1; SENP1 inh: 1; SENP6 block: -20; SENP8 block-2: -4; PfG6PD inh: -4; HKDC1 inhibitor: 1
